Pf growth 96h: Primary qHTS for delayed death inhibitors of the malarial parasite plastid, 96 hour incubation; P. falciparum luciferase reporter growth, 96 h; Potency, µM (top dose mostly 28.7 µM), for inactives: at the top dose activity change, negative = inhibition, most hits filed as inhibitors; hit rate 6.9% among 320,000; also: potency is read from the fitted curve at half-maximal effect; % is scaled to controls: 0 for no effect and ±100 for the full control effect
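Delayed-death screen, second-generation endpoint: infected erythrocytes, 2% hematocrit, 0.05% parasitemia final; 96 hours at 37 C, 5% CO2; luciferase detection reagent; luminescence decrease equals reduced growth.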
Shiga toxin inh: A qHTS for Small Molecule Inhibitors of Shiga Toxin | hit rate 9.2% among 290,000 | Vero cells, Shiga toxin protein synthesis inhibition reporter | inhibition, % at 38.7 µM; in the data active = inhibition mostly above about 28%, no sharp cut-off; inactive = mostly below about 43%; also: 0% is about no effect
HCV inhibitor: qHTS Assay for Inhibitors of Hepatitis C Virus (HCV) | Potency, µM (doses to about 41.8 µM), without a hit: top-dose activity change, negative = inhibition, hits mostly inhibitors | AID 651820, 2012 | Huh7.5.1 HCVcc-Cre infection, luciferase reporter, 44 h | hit rate 3.4% among 340,000; also: potency is read from the fitted curve at half-maximal effect; % is scaled to controls: 0 for no effect and ±100 for the full control effect
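A cell-based infection assay in which seeded cells (1,000 per well) receive test compound after 4 h, are inoculated with HCVcc-Cre at approximately 0.5 moi, and are incubated 44 h before luminescence detection.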
Cycloheximide cs: Cycloheximide Counterscreen for Small Molecule Inhibitors of Shiga Toxin; cell reporter, cycloheximide protein synthesis inhibition counterscreen; max response, %; hit rate 12% among 300,000; AID 2314, 2010; in the data active = max response mostly above about 13%, no sharp cut-off; inactive = mostly below about 14%; also: read at 38.3 µM for the half of the compounds with a filed dose; 0% is about no effect
TbPYK inhibitor: qHTS of Trypanosoma Brucei Inhibitors | pyruvate kinase (Trypanosoma brucei), Q57TT1 | TbPYK enzyme, Kinase-Glo Plus ATP luminescence, 45 min | Potency, µM (series often up to 76.8 µM), without a hit: at the highest dose activity, negative = inhibition, most hits filed as inhibitors | hit rate 0.12% among 410,000 | AID 624173, 2012; also: potency is read from the fitted curve at half-maximal effect; % is scaled to controls: 0 for no effect and ±100 for the full control effect; nearly all actives have a fitted effect of over 50% in size
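TbPYK + substrate in 50 mM TEA pH 7.2, 100 mM KCl, 10 mM MgCl2, 0.05% BSA, 0.01% Tween-20; cpd pinned; ADP 130 uM final; 45 min RT; Kinase-Glo Plus 10 min; luminescence endpoint.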
Pf growth 48h: Primary qHTS for delayed death inhibitors of the malarial parasite plastid, 48 hour incubation; Potency, µM (highest dose often 28.7 µM), inactives show at the highest dose activity change, negative = inhibition, hits mostly inhibitors; hit rate 5.9% among 310,000; P. falciparum luciferase growth in erythrocytes, 48 h; also: potency is read from the fitted curve at half-maximal effect; % is scaled to controls: 0 for no effect and ±100 for the full control effect
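Luciferase-expressing P. falciparum in infected erythrocytes (2% hematocrit, 0.1% parasitemia final) in RPMI 1640/0.5% Albumax were exposed to compound for 48 hours at 37 C, 5% CO2; growth read as luminescence.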
LmPK inhibitor: qHTS Assay for Inhibitors of Leishmania Mexicana Pyruvate Kinase (LmPK) | Q27686 | purified LmPK, Kinase-Glo ATP luminescence, 1 h | Potency, µM (top dose mostly 57.5 µM), for the others: at the highest dose activity change, negative = inhibition, most hits filed as inhibitors | hit rate 0.37% among 290,000; also: potency is read from the fitted curve at half-maximal effect; % is scaled to controls: 0 for no effect and ±100 for the full control effect
Target sequence (Q27686 whole entry, looked up): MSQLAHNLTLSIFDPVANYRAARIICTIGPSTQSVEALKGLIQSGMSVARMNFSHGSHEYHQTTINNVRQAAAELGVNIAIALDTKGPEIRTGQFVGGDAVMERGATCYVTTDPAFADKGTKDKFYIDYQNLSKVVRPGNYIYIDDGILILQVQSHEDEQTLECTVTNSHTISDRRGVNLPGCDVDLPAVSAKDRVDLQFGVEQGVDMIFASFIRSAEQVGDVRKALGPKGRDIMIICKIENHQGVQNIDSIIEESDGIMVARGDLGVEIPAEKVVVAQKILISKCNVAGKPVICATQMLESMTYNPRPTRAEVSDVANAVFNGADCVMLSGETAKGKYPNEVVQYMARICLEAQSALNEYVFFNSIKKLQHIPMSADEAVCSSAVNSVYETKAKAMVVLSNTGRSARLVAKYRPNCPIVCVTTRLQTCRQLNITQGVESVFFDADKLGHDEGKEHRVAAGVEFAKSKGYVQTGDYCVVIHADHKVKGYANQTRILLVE
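ATP generated from ADP (0.1 mM) and PEP (0.5 mM) by 0.1 nM LmPK over 1 h at room temperature (pH 7.2 imidazole buffer) was detected by coupled luciferase luminescence. Values were normalized to uninhibited and no-enzyme wells.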
* hit, by the source's call; ? = inconclusive; · = no result given; [ ] = remark or other dose. Unless noted, calls follow the shape of the dose curve; as a rule, active = well fitted curve in the direction sought with a large enough effect; inconclusive = small, poorly fitted or top-dose-only effect, or another doubt; inactive = no such curve, though single readings can be large; an effect the other way counts as inactive or inconclusive.

Start of the data: the first 5 records (preview)
SMILES	Pf growth 96h	Shiga toxin inh	HCV inhibitor	Cycloheximide cs	TbPYK inhibitor	Pf growth 48h	LmPK inhibitor
Cc1ccc(C)c(N(CC(=O)NC(C)(C)C)C(=O)CNC(=O)c2cccs2)c1	0%	-1	9%	-2	-5%	-24%	4%
CC(OC(=O)c1nc(-c2ccccc2)n(-c2ccccc2)n1)C(=O)Nc1cc(Cl)cc(Cl)c1 (stereo unspecified)	91%[activator]	-9	-19%	-4	-4%	32%	1%
Clc1ccc(COc2ccccc2-c2ccnc3ncnn23)cc1	42%[activator]	77*	-5%	39*	7%	346%[activator]	-1%
COc1cccc(CN(C)C(=O)C2CSC3(C)CCC(=O)N23)c1OC (stereo unspecified)	-15%	·	14%	·	4%	-5%	·
CN(C(=O)CSc1nnc(COc2ccccc2F)n1N)C1CCS(=O)(=O)C1 (stereo unspecified)	25%	·	-1%	·	-10%	47%[activator]	·

The whole of this part, previewed entries included:
SMILES	Pf growth 96h	Shiga toxin inh	HCV inhibitor	Cycloheximide cs	TbPYK inhibitor	Pf growth 48h	LmPK inhibitor
Cc1ccc(C)c(N(CC(=O)NC(C)(C)C)C(=O)CNC(=O)c2cccs2)c1	0%	-1	9%	-2	-5%	-24%	4%
CC(OC(=O)c1nc(-c2ccccc2)n(-c2ccccc2)n1)C(=O)Nc1cc(Cl)cc(Cl)c1 (stereo unspecified)	91%[activator]	-9	-19%	-4	-4%	32%	1%
Clc1ccc(COc2ccccc2-c2ccnc3ncnn23)cc1	42%[activator]	77*	-5%	39*	7%	346%[activator]	-1%
COc1cccc(CN(C)C(=O)C2CSC3(C)CCC(=O)N23)c1OC (stereo unspecified)	-15%	·	14%	·	4%	-5%	·
CN(C(=O)CSc1nnc(COc2ccccc2F)n1N)C1CCS(=O)(=O)C1 (stereo unspecified)	25%	·	-1%	·	-10%	47%[activator]	·
O=C(c1cccs1)N1N=C(c2ccccc2)CC1c1ccc(O)cc1 (stereo unspecified)	-3%	31	-8%	5	-20%	29%	4%
COc1cc(OC)c(C2C(C#N)=C(N)Oc3cc(C)n(CCCN4CCOCC4)c(=O)c32)cc1OC (stereo unspecified)	4%	-5	15%	-3	-8%	15%	0%
CCS(=O)(=O)N1Cc2ccccc2CC1C(=O)Nc1ccc(F)cc1 (stereo unspecified)	-1%	36*	13%	24*	-1%	135%[activator]	5%
COc1ccc(C(=O)Nc2cccc3nc(C)ccc23)c(OC)c1	126%[activator]	-5	?	0	2%	?	-5%
O=C(CN1C(=O)CSC1=O)Nc1ccccc1N1CCOCC1	8%	-26	-8%	-5	-2%	-2%	-5%
COc1ccc(S(=O)(=O)n2nc(OC(=O)c3ccncc3)cc2N)cc1	75%[activator]	-11	43%[activator]	0	-5%	33%[activator]	-2%
CC1=C(C(=O)N2CCC3(CC2)OCCO3)C2(CCC(C)CC2)OC1=O (stereo unspecified)	46%[activator]	-12	16%	-4	-16%	7%	0%
Cc1cnc(C(=O)OCC(=O)Nc2ccc(C)c(S(=O)(=O)N3CCCCCC3)c2)cn1	-2%	-11	8%	-2	1%	-11%	3%
Cc1ccc(C(=O)n2c(=S)nc3ccccn32)cc1	251%[activator]	54*	·	49*	·	·	14µM*
Cc1ccc(N=CC=C2OC(C)(C)C(C)(C)O2)cc1	?	66*	15%	20*	10%	?	-2%
CCc1cc2c(COC(=O)c3cccc(NS(C)(=O)=O)c3)cc(=O)oc2cc1O	5.2µM*	-7	?	-3	-2%	?	-3%
CCC(=O)c1ccc2ncccc2c1	61%[activator]	44*	8%	21*	5%	15%	-4%
Nc1nccnc1C(=O)OCC(=O)NCCc1ccc(S(N)(=O)=O)cc1	4%	·	21%	·	-18%	9%	·
O=C(O)c1ccccc1S(=O)CCO (stereo unspecified)	-11%	29	19%	-4	0%	·	0%
Cc1cc(SCC(=O)N(C)c2c(N)n(Cc3ccccc3)c(=O)[nH]c2=O)nc2ccccc12	?	-1	?	-2	-4%	-4%	5%
O=C(Nc1ccc(Cl)cc1)Nc1ccc2c(c1)N1CCN=C1S2	2.1µM*	-3	10µM*	9	-5%	0.74µM*	-3%
COc1cccc(-n2c(CNc3ccc(F)cc3)nnc2SCC(N)=O)c1	?	-4	3%	-1	-19%	1%	7%
Cc1nc2ccccc2c(=O)n1NC(=O)c1ccc(Cl)c([N+](=O)[O-])c1	232%[activator]	-9	-3%	-5	-11%	3%	3%
CCc1ccc2nc(SCC(=O)N(CC)CC)c(C#N)cc2c1	31%[activator]	41	?	10	3%	?	4%
OCCN1CCN(c2nnc(-c3ccccc3)c3ccccc23)CC1	-3%	-5	-1%	-5	-4%	-6%	-3%
O=C1c2ccccc2CN1CCNS(=O)(=O)c1ccc(Cl)cc1	·	1	15%	-4	3%	?	2%
CC(C)Cn1c(=O)c(C(=O)Nc2ccccc2S(N)(=O)=O)c(O)c2ccccc21	-3%	11	?	8	1%	2%	4%
Cc1ccc(NC(=O)c2ccc3nc[nH]c3c2)c(O)c1	282%[activator]	74*	22%	33*	0%	282%[activator]	2%
O=C(O)CC(CCc1ccccc1)OC1OC(CO)C(O)C(O)C1O (stereo unspecified)	-21%	4	-22%	-5	-29%	4%	4%
CCOC(=O)Nc1ccc(S(=O)(=O)NCc2ccccc2)cc1	26%	-7	?	-3	2%	-8%	1%
NC(=O)c1cc(C(=O)Cc2ccc(Cl)cc2)c[nH]1	56%[activator]	40*	-5%	23*	-5%	69%[activator]	0%
Cc1ccccc1CN1CCC(CNC(=O)Nc2ccc(F)cc2F)CC1	?	-9	-29%	-3	0%	3%	-6%
Cc1ccc(C(=O)NC2c3ccccc3-c3ccccc32)cc1	-21%	-2	-11%	-2	2%	1%	1%
O=C(O)CSc1cc(C(=O)c2ccccc2O)cn2c(=O)c3c(-c4ccccc4)csc3nc12	?	21	-17%	0	-11%	-24%	3%
CCOc1ccc(N(CC(=O)Nc2ccc(CC)cc2)S(=O)(=O)c2c(C)[nH]c(=O)[nH]c2=O)cc1	0%	-4	11%	-1	0%	-15%	5%
Cc1ccc2c(c1)CCCN2C(=O)c1ccco1	·	-4	?	-1	-4%	?	5%
CCOc1ccc(C2C(C(=O)Nc3ccc(F)cc3)=C(C)Nc3nc(CCCO)nn32)cc1 (stereo unspecified)	?	-17	-10%	1	-2%	·	6%
Cc1c(NS(=O)(=O)c2cccc3nsnc23)c(=O)n(-c2ccccc2)n1C	-19%	-10	13%	-2	1%	2%	2%
CC(C)=C1C2CCC1C(C(=O)NCCc1ccccc1)C2C(=O)O (stereo unspecified)	?	-6	-11%	-2	9%	-16%	0%
CCOC(=O)c1oc2c(c1C)/C(=N/O)CCC2	84%[activator]	66*	13%	41*	0%	46%[activator]	-23%
CSc1ncc(Cl)c(C(=O)Nc2ccccc2[N+](=O)[O-])n1	9.3µM*	-6	4%	-2	8%	66%[activator]	-5%
Cc1csc(NC(=O)CSc2nnc3c4ccccc4nc(C(C)(C)C)n23)n1	51%[activator]	-9	?	-2	-2%	-5%	3%
COC(=O)c1ccc(OC(=O)c2cnccn2)cc1	0%	-3	6%	-7	-6%	10%	-8%
CC(C)c1ccc(N(CC(=O)NCCSCc2ccco2)S(C)(=O)=O)cc1	32%[activator]	-4	-5%	-2	-1%	-1%	0%
O=c1[nH][nH]c(=O)c2c(NS(=O)(=O)c3ccccc3)cccc12	?	62*	-4%	36*	-6%	2%	2%
CCOC(=O)c1c(NC(=O)CCN2C(=O)c3ccccc3C2=O)sc(C(=O)OC(C)C)c1C	?	4	?	1	-2%	2%	3%
OCC1CCCCN1CCNCc1cn[nH]c1-c1cccc2ccccc12 (stereo unspecified)	4%	10	-9%	-2	-4%	0%	9%
CCc1ccccc1NC(=O)CCS(=O)(=O)c1ccc(C)cc1	0%	-9	6%	-4	0%	2%	4%
CC1CC(C)CN(CCCn2c(=S)[nH]c3ccccc3c2=O)C1 (stereo unspecified)	9%	-9	-12%	-1	-14%	·	0%
COc1cc(-c2nnc(NC(=O)CS(=O)(=O)c3ccc(F)cc3)o2)cc(OC)c1OC	-3%	·	-10%	·	1%	?	·
CC1Cc2ccccc2N1Cc1nc2cc(Cl)ccc2c(=O)[nH]1 (stereo unspecified)	?	-6	5%	-3	-6%	·	0%
CC(=O)Nc1cc([N+](=O)[O-])ccc1N1CCOCC1	17%	9	4%	10	-3%	-6%	0%
Cc1cc(C)c(S(=O)(=O)O)c(C)n1	17%	-10	-8%	-3	3%	31%[activator]	-5%
COc1ccc(CCNC(=O)COC(=O)CCC(=O)c2ccc(F)cc2)cc1OC	?	13	-1%	2	0%	0%	5%
O=C(CCc1nnc(CCCCc2ccccc2)o1)NCc1cc(F)ccc1F	26%	-13	-9%	1	0%	-4%	2%
COc1ccc(Sc2nc3ccccc3n3c(C(F)(F)F)nnc23)cc1	?	61	-14%	-2	-4%	1%	3%
CCc1nnc(NC(=O)c2ccncc2)s1	38%[activator]	12	-8%	-4	0%	36%[activator]	-8%
COc1cc(C(=S)N2CCCC2)cc(OC)c1O	19%	16	6%	2	-15%	·	9%
COc1ccc(OC)c(NC(=O)CCn2c(=S)[nH]c3ccccc3c2=O)c1	-1%	-1	-1%	5	-1%	-14%	-1%
CN(C)c1ccc(Nc2ncnc3ccc(Br)cc23)cc1	0%	·	-17%	-3	-5%	29%	-4%

More results.
SMILES	Pf growth 96h	Shiga toxin inh	HCV inhibitor	Cycloheximide cs	TbPYK inhibitor	Pf growth 48h	LmPK inhibitor
Cc1ccccc1OCc1ccc(C(=O)N2CCOCC2)o1	4%	25	0%	-3	0%	12%	-1%
CCOC(=O)c1cc2cc(C)ccc2[nH]1	?	168*	-17%	40*	-2%	123%[activator]	-2%
Cc1cc(C)c2c(n1)SCC(=O)N2CC(=O)Nc1cc(F)ccc1F	83%[activator]	-2	7%	-2	-2%	28%	-2%
CN(C)c1cc(O)c(C(=S)Nc2ccccc2)c(N(C)C)c1	2%	41*	11µM*	22*	-1%	?	0%
O=C(Nc1nc(-c2ccncc2)cs1)c1ccc(S(=O)(=O)N2CCOCC2)cc1	?	25	-22%	-6	-2%	?	3%
CC(CN(C)Cc1ccccc1)OC(=O)c1ccc2c(c1)OCCO2 (stereo unspecified)	-2%	15	?	31*	-5%	26%	-1%
O=C(NC1CCCCCCC1)c1ccco1	·	43*	-1%	18*	1%	0%	-6%
O=C(CN1C2=NCCN2c2ccccc21)N1CCOCC1	16%	-4	-7%	-5	-1%	12%	-1%
COCCn1c(=NC(=O)CSC(C)=O)sc2cc(OC)ccc21	?	-8	?	-2	0%	?	-2%
COc1ccc(N2CCN(C(=O)c3ccc(S(=O)(=O)NCc4ccco4)cc3)CC2)cc1	-37%	·	10%	·	1%	-27%	·
Cc1csc(NC(=O)CCc2c(C)nc3cc(-c4cccc(F)c4)nn3c2C)n1	?	-12	-15%[8.37 µM]	-4	-1%	?	0%
CN(C1CCS(=O)(=O)C1)S(=O)(=O)c1ccc(N2CCCC2=O)cc1 (stereo unspecified)	·	-23	13%	-4	-9%	4%	-1%

Compound activity (PubChem BioAssay)
